Compound activity as filed in PubChem BioAssay.
PI4K2A inh: inhibitors of human PI4K2A | purified PI4K2A, ADP-Glo luminescence, 1 h; active compounds read low | activity change, negative = inhibition, % at 76.9 µM | AID 1346378 | Q9BTU6 | 420,000 tested, 0.13% active; in the data active means activity change below about -50%; inconclusive means mostly about -30% to -49%;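 further: -100% = wells without enzyme as full effect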
Target sequence (Q9BTU6 whole entry, looked up): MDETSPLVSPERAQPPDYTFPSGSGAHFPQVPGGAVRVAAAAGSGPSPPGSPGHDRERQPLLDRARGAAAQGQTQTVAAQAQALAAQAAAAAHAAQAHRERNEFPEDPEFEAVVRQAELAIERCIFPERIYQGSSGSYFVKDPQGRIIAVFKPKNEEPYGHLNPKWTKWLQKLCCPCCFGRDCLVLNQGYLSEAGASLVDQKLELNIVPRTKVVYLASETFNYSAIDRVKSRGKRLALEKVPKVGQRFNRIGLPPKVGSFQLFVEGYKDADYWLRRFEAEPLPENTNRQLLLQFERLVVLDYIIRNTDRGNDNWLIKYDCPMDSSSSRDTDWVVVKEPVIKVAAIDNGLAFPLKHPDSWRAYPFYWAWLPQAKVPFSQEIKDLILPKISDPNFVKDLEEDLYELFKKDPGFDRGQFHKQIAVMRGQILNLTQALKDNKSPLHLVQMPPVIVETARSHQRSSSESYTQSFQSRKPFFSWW
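Compounds are screened against recombinant PI4K2A using PI as substrate and ATP, the latter dispensed at 300 microM. Reactions run one hour at ambient temperature before ADP-Glo detection; full inhibition defined by wells lacking enzyme.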
RXFP1 agonist: RXFP1 (human) receptor agonism. Potency, µM (series often up to 57.5 µM), for the others: at the highest dose activation, hits mostly activators. HEK293T-RXFP1 cAMP TR-FRET, 30 min; response scale: percent of porcine relaxin response, buffer zero. 370,000 tested, 0.3% active; further: potency means the concentration at half of the fitted maximal effect; on the % scale 0 is the no-effect control and ±100 the full control effect; nearly all actives have a fitted effect of over 60% in size; many of its hits are not listed in these tables
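HEK293 cells stably expressing RXFP1, treated 30 min at 37C with compounds plus PDE4 inhibitor Ro 20174; cAMP measured by HTRF TR-FRET. Normalized to buffer and 29 nM porcine relaxin; EC50 by Hill fit.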
Vif-A3F inh: blocks the Vif interaction with APOBEC3F | Potency, µM (series often up to 46.1 µM), for inactives: at the top dose activity, negative = active | AID 602313 | HeLa A3F-eYFP + Vif (tagged APOBEC3F with the HIV-1 protein that degrades it), YFP fluorescence increase | 390,000 tested, 0.2% active; further: potency means the concentration at half of the fitted maximal effect; % of control where 0% means no effect; nearly all actives have a fitted effect of over 65% in size
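HeLa cells stably expressing Vif plus C-terminally eYFP-tagged A3F were seeded, incubated overnight at 37 deg C, dosed with compound, incubated overnight again at 37 deg C. Yellow fluorescence (Ex 488/Em 500-530) reported blocked Vif-mediated A3F-eYFP degradation.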
TrxR1 substrate: substrates of rat thioredoxin reductase 1. purified TrxR1 substrate turnover, NADPH consumption readout. Potency, µM (doses to about 114 µM), for inactives: at the highest dose activity change, negative = substrate turnover. O89049. 390,000 tested, 0.01% active; further: potency means the concentration at half of the fitted maximal effect; on the % scale 0 is the no-effect control and ±100 the full control effect; nearly all actives have a fitted effect of over 50% in size
Target sequence (O89049 whole entry, looked up): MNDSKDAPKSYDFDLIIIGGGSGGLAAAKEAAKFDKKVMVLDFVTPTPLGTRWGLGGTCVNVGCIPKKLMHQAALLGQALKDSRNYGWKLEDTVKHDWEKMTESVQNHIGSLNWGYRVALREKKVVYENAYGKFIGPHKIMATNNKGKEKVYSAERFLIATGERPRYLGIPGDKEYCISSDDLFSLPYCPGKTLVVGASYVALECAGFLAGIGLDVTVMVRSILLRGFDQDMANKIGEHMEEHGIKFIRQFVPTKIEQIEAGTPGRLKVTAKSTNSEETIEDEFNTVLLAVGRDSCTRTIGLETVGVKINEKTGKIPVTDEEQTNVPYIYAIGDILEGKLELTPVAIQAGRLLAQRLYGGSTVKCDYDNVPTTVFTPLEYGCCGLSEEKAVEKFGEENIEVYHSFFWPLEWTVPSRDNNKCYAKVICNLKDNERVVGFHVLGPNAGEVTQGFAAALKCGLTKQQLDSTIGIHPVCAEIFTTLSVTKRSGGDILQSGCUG
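Rat TrxR1, dispensed at 90 nM, was prereduced with 400 uM NADPH (final) for 5 min at ~22 deg C, then incubated with compound 15 min before 400 uM selenite. A first-read NADPH fluorescence drop versus no-compound background flagged substrates.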
Vif-A3G inh: Vif-A3G binding inhibition | Q9HC16 | Potency, µM (titrated, usually from 46.1 µM), without a hit: top-dose activity, negative = active, most hits filed as inhibitors | HeLa A3G-eYFP + Vif (tagged APOBEC3G with the HIV-1 protein that degrades it), YFP fluorescence, overnight | 410,000 tested, 0.076% active;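 further: potency means the concentration at half of the fitted maximal effect; on the % scale 0 is the no-effect control and ±100 the full control effect; nearly all actives have a fitted effect of over 60% in size; hits raise eYFP signal because A3G escapes Vif-driven loss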
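Read-out is eYFP fluorescence (Ex 488/Em 500-530) from Vif-expressing HeLa A3G-eYFP cells; more signal means A3G escaped Vif-mediated degradation. Cells plated overnight, compound pinned in, incubated overnight at 37 deg C.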
mIDH1 inhibitor: inhibitors of human mutant IDH1 R132H. IDH1-R132H enzyme, NADPH consumption, diaphorase/resazurin fluorescence. Potency, µM (top dose mostly 76.6 µM), without a hit: at the highest dose activity change, negative = inhibition, hits mostly inhibitors. 390,000 tested, 0.093% active. AID 602179; further: potency means the concentration at half of the fitted maximal effect; on the % scale 0 is the no-effect control and ±100 the full control effect; nearly all actives have a fitted effect of over 65% in size
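IDH1-R132H (0.5 ug/mL dispensed) in pH 7.5 Tris buffer was preincubated 30 min with compound, then given a substrate mix of 0.016 mM NADPH and 2 mM alpha-KG for 80 min at room temperature; remaining NADPH was read by diaphorase/resazurin fluorescence.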
GRP78 ERSR act: inducers of ER stress response in human glioma cells | U87-MG GRP78 promoter luciferase reporter, 16 h | Potency, µM, for the others: top-dose activation, usual class: activators | 420,000 tested, 0.02% active | AID 602332; further: potency means the concentration at half of the fitted maximal effect; series mostly up to about 76 µM; % of control where 0% means no effect; nearly all actives have a fitted effect of over 35% in size
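Stably transfected U87-MG human glioma cells carrying a GRP78-based luminescent sensor were seeded at 1000 cells/well, pin-dosed with compounds and incubated 16 h. Luciferase reagent was then added, and end-point luminescence was read after 10 min at room temperature.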
LDHA block: blocks human lactate dehydrogenase A; P00338; purified LDHA, NADH/diaphorase-resazurin fluorescence; active compounds read low; activity change, % (values are at about 110 or 230 µM); 480,000 tested, 0.15% active; AID 1347041; in the data active means activity change below about -30%; inconclusive means mostly about -25% to -30%;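 further: plate controls were DMSO wells for no effect and wells without enzyme for full effect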
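Enzyme activity of human lactate dehydrogenase 5 (2 nM; 0.06 mM NADH, 0.2 mM pyruvate, 5 min, RT) is measured via a resazurin/diaphorase fluorescence readout of residual NADH.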
USP1-UAF1 inh: blocks the human USP1/UAF1 deubiquitinase complex; recombinant USP1/UAF1, Ub-Rhodamine cleavage fluorescence; Potency, µM (highest dose often 57.1 µM), for the others: at the highest dose activity change, negative = inhibition, usual class: inhibitors; 390,000 tested, 0.23% active; AID 743255; further: potency means the concentration at half of the fitted maximal effect; on the % scale 0 is the no-effect control and ±100 the full control effect; nearly all actives have a fitted effect of over 60% in size; inactives centre near -12
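High-throughput fluorogenic screen: 1nM USP1/UAF1 complex, Ub-Rho substrate 150nM final, 50mM HEPES pH 7.8 with 0.5mM EDTA, 0.1 mg/ml BSA, 1mM TCEP and 0.01% Tween-20.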
* = called active by the depositor; ? = inconclusive; nt = no result given; & = joins results of further samples; [ ] = remark or other dose. Unless noted, the call rests on the fitted dose curve; in most records, active means well fitted curve in the direction sought with a large enough effect; inconclusive means small, poorly fitted or top-dose-only effect, or another doubt; inactive means no such curve, though single readings can be large; an effect the other way counts as inactive or inconclusive.

Every second line gives: Vif-A3F inh, PI4K2A inh, mIDH1 inhibitor, LDHA block, USP1-UAF1 inh, RXFP1 agonist, GRP78 ERSR act, TrxR1 substrate, Vif-A3G inh
CCN(CC)S(=O)(=O)c1cccc(C(=O)Nc2cc3oc4ccccc4c3cc2OC)c1
→ 6%, -4, 7%, 0, -12%, -1.3%, -3%, 6%, -8%
CC(C)C[C@@H](CO)N1CCN(Cc2ccc(Br)cc2)CCC1=O
→ 0%, -2, 3%, -8, -22%, 0.2%, -6%&-3%, 1%&4%, 5%&3%
O=C(CN1C(=O)NC2(CCCCCC2)C1=O)N1CCN(c2ccc(F)cc2)CC1
→ 2%, -10, 3%, 3, -5%, -2.3%, -5%, 0%, 0%
COc1ccc(-c2ccc(NS(=O)(=O)c3ccc([N+](=O)[O-])cc3)cc2)nn1
→ ?, -3, -12%, -9, -9%, 0.5%, 14%, -8%, 0%
NC(=O)c1ccccc1NC(=O)CSc1cn[nH]n1
→ -8%, 73, 0%, -1, -15%, 3.2%, 0%, 5%[57.1 µM], -1%
Cc1ccc(NS(=O)(=O)c2cccc(C(=O)N/N=C/c3c(C)nn(-c4ccccc4)c3N3CCCC3)c2)c(C)c1
→ 3%, -1, 0%, -3, -17%, -0.2%, -4%, 9%, 3%
O=C(Cc1ccc(Cl)cc1)NNC(=S)NC(=O)c1cccnc1
→ -5%, 5, -2%, -4, -8%, -0.1%, -6%, -3%, 1%
O=C(CN1CCOCC1)N1CCc2ccccc2C(c2ccccc2)C1 (configuration not stated)
→ -3%, 3, 3%, 2, -1%, -0.4%, -4%, 1%, -1%
O=C(NC1CCCCC1)c1ccc2c(c1)N(Cc1ccccc1Cl)C(=O)c1ccccc1S2
→ 2%, -2, -6%, -6, -21%, -1.2%, -3%, -8%[57.1 µM], 1%
CN(C(=O)Cc1noc2ccccc12)c1ccccc1
→ 4%, 7, 8%, 1, -11%, 1.3%, -2%, 8%[57.1 µM], -1%
Cc1ccc(CSCCC(=O)NCc2ccc(F)cc2Cl)cc1
→ 7%, 1, 27%, 0, ?, 0.7%, 3%, 7%[57.1 µM], 6%
CCC1S/C(=N/N=C/c2ccco2)N(Cc2ccccc2)C1=O (configuration not stated)
→ 4%, 5, -2%, -3, -20%, -2.9%, 1%, 2%[57.1 µM], -10%
c1ccc2oc(Cc3ccc(Cc4nc5ccccc5o4)cc3)nc2c1
→ -4%, -3, 6%, 2, -20%, -1.0%, -1%, -6%, 3%
CCOC(=O)c1c(C)[nH]c(C(=O)COC(=O)COc2ccccc2C)c1C
→ -4%, -3, 6%, -8, -21%, -3.3%, -1%, -9%, -4%
COc1ccc(C(=O)COC(=O)CCNS(=O)(=O)c2ccccc2)c(OC)c1
→ 5%, -2, 8%, -4, -18%, 0.0%, -3%, -5%, 0%
CCCn1c(N)c(N(CCOC)C(=O)c2cc(C)cc(C)c2)c(=O)[nH]c1=O
→ 4%, -4, -19%, -1, 6%, 0.8%, 5%, -4%, 5%
Cn1c(-c2cccc(F)c2)nc2c1c(=O)[nH]c(=O)n2Cc1ccccc1
→ ?, 0, 6%, -1, -26%, 1.0%, 1%, 45%[activator], -8%
Cc1ccc(NC(=O)CSc2nnc(C3CC3)n2N)cc1S(=O)(=O)N1CCOCC1
→ 3%, 4, 0%, -5, ?, 2.2%, -4%, 6%, 2%
CCN1C(=NCc2cccc(C(F)(F)F)c2)N[C@@H](c2cccc(C(F)(F)F)c2)C(C(=O)OC)=C1C
→ nt, nt, nt, 1, nt, nt, -12%, -11%, 1%
Nc1cc(=O)[nH]c(SCC(=O)Nc2ccc(Br)cc2)n1
→ -7%, 4, 7%, -4, -17%, 0.8%, -8%, 5%, -2%
COc1ccc(C)c2sc(N(CCN(C)C)C(=O)c3cccc(N4C(=O)CCC4=O)c3)nc12
→ 1%, -1, 1%, -1, -19%, -0.1%, -3%, -9%, 0%
CCCCCCSc1cc(-c2nc3cnccn3c2NCc2ccccc2)ccc1OC
→ -13%, -14, 19%, 2, ?, 12%, -10%, 11%, -30%
C[n+]1c(/C=C/c2ccnc3ccccc23)cc(/C=C/c2ccnc3ccccc23)c2ccccc21
→ nt, nt, nt, -11, nt, nt, 0%, -12%, 10%
COc1ccccc1CCNC(=O)c1nc(-c2cccs2)no1
→ -7%, 3, 9%, 2, -21%, 1.1%, 2%, 8%, 2%
C=CCn1c(SCC(=O)Nc2sccc2C(N)=O)nc2ccccc2c1=O
→ -2%, 9, 1%, -8, -6%, -0.6%, -6%, -7%, -23%
O=c1cc(O)c2sc(Nc3cccc(C(F)(F)F)c3)nc2[nH]1
→ -6%, -5, 10%, 14, 3%, 0.4%, -5%, -1%[57.1 µM], -1%
Cc1occc1-c1nnc(SCC(=O)N2CCOCC2)n1CC(C)C
→ 3%, 4, 3%, -3, -13%, -0.7%, -5%, 6%[11.4 µM], 4%
NCCCC[C@H]1CN=C(N)N1CCC12CC3CC(CC(C3)C1)C2
→ 9%, -3, 21%, -7, -22%, 7.9%, -5%, 14%, 7%
O=C(CCc1ccc(S(=O)(=O)N2CCOCC2)cc1)NN=C1CCCCCCC1
→ -4%, 1, 1%, -6, -17%, 2.2%, -3%, 1%, -6%
O=C(Nc1ccccn1)c1ccc2c(c1)OCCO2
→ -1%, -22, 9%, -3, -19%, -0.6%, -11%, 20%[57.1 µM], -7%

5 compounds drawn at random from those above, as already listed:
Every second line gives: Vif-A3F inh, PI4K2A inh, mIDH1 inhibitor, LDHA block, USP1-UAF1 inh, RXFP1 agonist, GRP78 ERSR act, TrxR1 substrate, Vif-A3G inh
Cc1ccc(NS(=O)(=O)c2cccc(C(=O)N/N=C/c3c(C)nn(-c4ccccc4)c3N3CCCC3)c2)c(C)c1
→ 3%, -1, 0%, -3, -17%, -0.2%, -4%, 9%, 3%
O=C(NC1CCCCC1)c1ccc2c(c1)N(Cc1ccccc1Cl)C(=O)c1ccccc1S2
→ 2%, -2, -6%, -6, -21%, -1.2%, -3%, -8%[57.1 µM], 1%
CCN(CC)S(=O)(=O)c1cccc(C(=O)Nc2cc3oc4ccccc4c3cc2OC)c1
→ 6%, -4, 7%, 0, -12%, -1.3%, -3%, 6%, -8%
c1ccc2oc(Cc3ccc(Cc4nc5ccccc5o4)cc3)nc2c1
→ -4%, -3, 6%, 2, -20%, -1.0%, -1%, -6%, 3%
Cn1c(-c2cccc(F)c2)nc2c1c(=O)[nH]c(=O)n2Cc1ccccc1
→ ?, 0, 6%, -1, -26%, 1.0%, 1%, 45%[activator], -8%

Continuation.
Every second line gives: Vif-A3F inh, PI4K2A inh, mIDH1 inhibitor, LDHA block, USP1-UAF1 inh, RXFP1 agonist, GRP78 ERSR act, TrxR1 substrate, Vif-A3G inh
Cc1c(C(=O)NC2CC(C)(C)NC(C)(C)C2)oc2c(Cl)cccc12
→ -1%, -12, 6%, 3, -30%, nt, -6%, nt, 0%
COc1ccc(-c2cc(C(F)(F)F)nc(NCCc3ccccc3)n2)cc1OC
→ -17%, 2, -2%, 3, ?, 1.2%, -3%, 12%, -3%
CCOC(=O)N1CCN(Cc2nc3c(c(=O)n(C)c(=O)n3C)n2Cc2ccc(F)cc2)CC1
→ -8%, 8, 16%, -1, -23%, 1.4%, -3%, 12%[57.1 µM], -2%
COC(=O)c1sccc1NC(=O)Cc1ccc(Br)cc1
→ 4%, -2, 8%, 3, -10%, -0.2%, 1%, -3%, -7%
c1csc(-n2nc3ccccc3n2)c1
→ 0%, -2, 2%, -2, -19%, 0.1%, 0%, 2%[57.1 µM], -5%
Cc1nn(-c2ccccc2)c(OC(=O)c2ccc(Br)cc2)c1S(=O)(=O)c1ccccc1
→ 0%, 1, 1%, -13, -9%, -3.6%, -1%, -6%, 2%
CSc1nc(S(=O)(=O)c2ccc(C)cc2)c(N2CCOCC2)s1
→ -3%, -1, 6%, -3, -3%, nt, -2%, nt, 2%
CC(C(O)c1cc(=O)c(OCc2ccccc2)co1)[N+](=O)[O-] (configuration not stated)
→ -3%, 4, -22%, -18, -22%, nt, 3%, 1%, 3%
CC(C)[C@H](NC(=O)[C@@H]1Cc2c([nH]c3ccccc23)C2c3ccccc3C(=O)N21)C(=O)N1CCC[C@@H]1C(=O)O (some centres not stated)
→ -2%, -9, 8%, 3, -23%, 0.3%, 3%, 15%, 2%
CC(C)N1CSC(=S)N(Cc2ccccc2)C1
→ -15%, 0, -1%, -4, 4%, -0.3%, -3%, 4%, 3%
CCOc1ccc(CCNC(=O)Cn2nc(C)c3c(C)n(-c4ccccc4)nc3c2=O)cc1OCC
→ -1%&2%, -2&-3, -1%&-6%, -7&-4, -8%&-3%, 3.6%&0.1%, -3%&-4%, -1%&6%, -2%&-9%
CN(CC(=O)Nc1ccc(Cl)c(C(F)(F)F)c1)C(=O)C1CC(=O)N(c2ccc3c(c2)OCCO3)C1 (configuration not stated)
→ -4%, -1, -4%, 0, -25%, nt, -2%, nt, -7%

Only part of the results is shown, so the mix of outcomes need not match the whole.
